Tau fibril ThT: blocks human tau fibril formation measured by thioflavin T; P10636; 270,000 tested, 2.1% active; AID 1460; Potency, µM (top dose mostly 57.4 µM), inactives show at the top dose activity, negative = inhibition, most hits filed as inhibitors; recombinant tau K18 P301L, heparin-induced fibrillization, ThT fluorescence; also: % is scaled to controls: 0 for no effect and ±100 for the full control effect; nearly all actives have a fitted effect of over 55% in size
Target sequence (P10636 561-689 P618L limits assumed): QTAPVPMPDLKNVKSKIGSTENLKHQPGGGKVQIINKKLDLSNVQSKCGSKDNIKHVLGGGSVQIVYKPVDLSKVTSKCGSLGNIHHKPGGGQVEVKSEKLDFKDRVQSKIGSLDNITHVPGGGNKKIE
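Heparin-induced fibrillization of the P301L-mutant K18 repeat-domain fragment of human tau was followed by ThT binding in quantitative high-throughput format.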
HttQ103 aggreg: reduces HttQ103-GFP aggregates in PC12 cells. 220,000 tested, 1.1% active. Potency, µM (titrated, usually from 46.1 µM), inactives show top-dose activity change, negative = inhibition, most hits filed as inhibitors. PC12 HttQ103-GFP aggregates, Acumen cytometry, 40 h. AID 1688; also: % is scaled to controls: 0 for no effect and ±100 for the full control effect; nearly all actives have a fitted effect of over 60% in size
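Aggregates are detected as GFP objects 1–25 µm with signal 6 STDEV over background in lysates of induced PC12 cells. These carry Huntingtin exon 1 with 103 glutamines fused to GFP under an ecdysone promoter; compounds titrated.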
HTT ATP protect: protects HTT-Q103 PC12 cells, measured by ATP; 230,000 tested, 0.14% active; Potency, µM (top dose mostly 56.4 µM), for the others: cytoprotection (ATP increase), usual class: activators; PC12 HTT-Q103 induced, cytoprotection, ATP luminescence, 40 h; AID 1471;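 also: % of control where 0% means no effect; nearly all actives have a fitted effect of over 45% in size; toxic huntingtin expression switched on by the ecdysone agonist tebufenozide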
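Cells were plated at 1500 per well in phenol red-free DMEM with 5% equine and 5% calf serum. Tebufenozide (100 nM final) and compounds were added, then ATPlite reagent, and luminescence was read.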
KDM4E inh: blocks human JMJD2E demethylase activity | AID 2147 | B2RXH2 | 230,000 tested, 1.6% active | JMJD2E catalytic domain, FDH-coupled NADH fluorescence (FDH is formaldehyde dehydrogenase) | Potency, µM (doses to about 57.1 µM), for the others: top-dose activity change, negative = inhibition, usual class: inhibitors; active = well fitted inhibition curve with a large enough effect, not every such curve was filed as active; inconclusive = small, poorly fitted or top-dose-only effect, or another doubt; inactive = no such curve, though single readings can be large or run the other way;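 also: 0% = wells with enzyme and -100% = buffer wells without enzyme; nearly all actives have a fitted effect of over 50% in size; many of its hits are not listed in these tables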
Target sequence (B2RXH2 1-337 limits assumed): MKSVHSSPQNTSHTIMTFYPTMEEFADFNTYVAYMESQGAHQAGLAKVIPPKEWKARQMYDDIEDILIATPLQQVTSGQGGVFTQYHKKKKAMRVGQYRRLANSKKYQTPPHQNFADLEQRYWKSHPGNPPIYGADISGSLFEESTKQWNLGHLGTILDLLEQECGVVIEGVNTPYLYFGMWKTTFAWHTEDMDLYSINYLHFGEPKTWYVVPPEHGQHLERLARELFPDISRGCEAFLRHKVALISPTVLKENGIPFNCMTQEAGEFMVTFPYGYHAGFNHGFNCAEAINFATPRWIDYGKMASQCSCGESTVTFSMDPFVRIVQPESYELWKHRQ
ALDH1A1 block: ALDH1A1 (human) enzyme inhibition; P00352; Purified ALDH1A1, NADH fluorescence, propionaldehyde substrate; Potency, µM (series often up to 75.3 µM), inactives show top-dose activity, negative = inhibition, hits mostly inhibitors; 220,000 tested, 7.3% active; AID 1030; active = well fitted inhibition curve with a large enough effect, not every such curve was filed as active; inconclusive = small, poorly fitted or top-dose-only effect, or another doubt; inactive = no such curve, though single readings can be large or run the other way;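 also: plate controls were no enzyme wells and a reference inhibitor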
Target sequence (P00352 whole entry, looked up): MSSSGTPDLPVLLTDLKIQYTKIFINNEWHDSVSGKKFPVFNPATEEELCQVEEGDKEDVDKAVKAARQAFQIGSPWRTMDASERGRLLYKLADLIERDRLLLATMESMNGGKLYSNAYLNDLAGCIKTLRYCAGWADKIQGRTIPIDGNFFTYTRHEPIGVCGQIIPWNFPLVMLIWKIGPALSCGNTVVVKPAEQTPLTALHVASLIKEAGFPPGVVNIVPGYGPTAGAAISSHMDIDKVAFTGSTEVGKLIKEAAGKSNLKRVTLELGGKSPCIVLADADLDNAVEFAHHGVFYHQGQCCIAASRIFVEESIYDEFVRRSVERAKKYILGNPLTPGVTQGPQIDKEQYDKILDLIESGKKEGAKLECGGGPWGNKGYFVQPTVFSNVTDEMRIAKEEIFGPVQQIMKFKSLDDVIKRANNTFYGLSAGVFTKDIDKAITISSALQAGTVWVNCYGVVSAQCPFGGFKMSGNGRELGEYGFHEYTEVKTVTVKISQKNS
Tau fibril FP: blocks human tau fibril formation measured by polarization. P10636. K18 P301L tau heparin fibrillization, Alexa594 FP, 6 h. Potency, µM (series often up to 57.7 µM), for the others: at the highest dose activity, negative = inhibition, usual class: inhibitors. 280,000 tested, 0.39% active; also: % is scaled to controls: 0 for no effect and ±100 for the full control effect; nearly all actives have a fitted effect of over 55% in size
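Quantitative HTS format: compounds meet 15 uM recombinant K18 P301L tau and Alexa 594-tau tracer in 100 mM sodium acetate pH 7; 20 uM heparin triggers fibrillization at 37 C over 6 hr; FP gives the signal.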
SMN2 splice enh: SMN2 splice variant enhancement. HEK293 SMN2-luciferase splicing reporter, luminescence, 30-36 h. AID 1458. Potency, µM (doses to about 46.1 µM), for the others: at the top dose activity change, positive = activation, usual class: activators. 210,000 tested, 2.8% active; also: % of control where 0% means no effect; nearly all actives have a fitted effect of over 55% in size
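HEK293 cells carry an SMN2 minigene-luciferase reporter in which exon 7 inclusion puts luciferase in frame. Cells were seeded at 2000 cells/well, attached for 10-12 hours, then exposed to compounds for 30-36 hours at 37C before ONE-Glo luminescence.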
Tau fluor cs: counter-screen for tau fibril formation inhibitors. tau K18 P301L Alexa594 fluorescence, heparin fibrillization. 280,000 tested, 0.93% active. Potency, µM (top dose mostly 57.7 µM), for the others: top-dose activity change, negative = decrease; also: % is scaled to controls: 0 for no effect and ±100 for the full control effect; nearly all actives have a fitted effect of over 55% in size
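Human tau K18 P301L (15 uM unlabeled, 0.24 uM Alexa 594-labeled) in 100 mM sodium acetate pH 7 with 20 uM heparin, 6 hr at 37 C. ThT 30 uM added, 1 hr ambient; Alexa 594 FP and total fluorescence read at 555/632 nm.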
An asterisk follows results filed as active; ? = inconclusive; / = not tested or not shown; & = joins results of further samples; [ ] = another dose, or the depositor's remark. Unless noted, calls follow the shape of the dose curve; as a rule, active = well fitted curve in the direction sought with a large enough effect; inconclusive = small, poorly fitted or top-dose-only effect, or another doubt; inactive = no such curve, though single readings can be large; an effect the other way counts as inactive or inconclusive. Potency is read from the fitted curve at half-maximal effect. This is a subset (hit frequency here may not be typical).

Start of the listing, in advance, 10 compounds:
SMILES	Tau fibril ThT	HttQ103 aggreg	HTT ATP protect	KDM4E inh	ALDH1A1 block	Tau fibril FP	SMN2 splice enh	Tau fluor cs
O=C1NC(Cc2c[nH]c3ccccc23)C(=O)N1CCOc1ccc(F)cc1 (stereo unspecified)	-5%	-11%	3%	4%	0%	-1%	6%	-20%
Cc1ccn2cc(CNS(=O)(=O)c3ccc4c(c3)OCCO4)nc2c1	-8%	?	10%	2%	-1%	0%	-18%	0%
Cn1c(=O)[nH]c(=O)c2c1nc(Br)n2CCCO	-3%	14%	-18%	?	4%	2%	-7%	5%
CCc1cccc(C)c1NC(=O)c1ccc(CN2CCc3ccccc3C2)cc1	-13%	-26%	/	3%	5%	0%	/	2%
COc1cc(OC)c(C2=NOC(C(=O)N3CCCc4ccccc43)C2)cc1Cl (stereo unspecified)	-18%	-28%	-10%	?	?	-8%	-11%	-26%
O=c1cc(O)nc(SCc2ccccc2)n1-c1ccccc1	-6%&-7%	17%&10%	-23%&-1%	0%&-1%	0%&0%	1%&3%	-1%&-6%	2%&-5%
CCCn1nnc(NC(=O)Cc2ccc(Cl)cc2)n1	-3%	-10%	0%[10 µM]	-1%	3%	11%	2%	5%
COc1ccc(O)c(/C=c2/sc3nc4cc(C)c(C)cc4n3c2=O)c1	22µM*	-9%	-26%[0.074 µM]	-19%	?	?	-26%	?
Cc1nn(C(=O)c2ccco2)c(C)c1Sc1ccccc1	-16%	-14%	-14%	-7%	-12%	-8%	?	-14%
CCCC1(C(=O)OCC)NC(c2ccc(N(C)C)cc2)C2C(=O)N(c3ccc(OCC)cc3)C(=O)C21 (stereo unspecified)	-9%	16%	-9%	-7%	10%	-12%	/	-19%

The listing, from the start:
SMILES	Tau fibril ThT	HttQ103 aggreg	HTT ATP protect	KDM4E inh	ALDH1A1 block	Tau fibril FP	SMN2 splice enh	Tau fluor cs
O=C1NC(Cc2c[nH]c3ccccc23)C(=O)N1CCOc1ccc(F)cc1 (stereo unspecified)	-5%	-11%	3%	4%	0%	-1%	6%	-20%
Cc1ccn2cc(CNS(=O)(=O)c3ccc4c(c3)OCCO4)nc2c1	-8%	?	10%	2%	-1%	0%	-18%	0%
Cn1c(=O)[nH]c(=O)c2c1nc(Br)n2CCCO	-3%	14%	-18%	?	4%	2%	-7%	5%
CCc1cccc(C)c1NC(=O)c1ccc(CN2CCc3ccccc3C2)cc1	-13%	-26%	/	3%	5%	0%	/	2%
COc1cc(OC)c(C2=NOC(C(=O)N3CCCc4ccccc43)C2)cc1Cl (stereo unspecified)	-18%	-28%	-10%	?	?	-8%	-11%	-26%
O=c1cc(O)nc(SCc2ccccc2)n1-c1ccccc1	-6%&-7%	17%&10%	-23%&-1%	0%&-1%	0%&0%	1%&3%	-1%&-6%	2%&-5%
CCCn1nnc(NC(=O)Cc2ccc(Cl)cc2)n1	-3%	-10%	0%[10 µM]	-1%	3%	11%	2%	5%
COc1ccc(O)c(/C=c2/sc3nc4cc(C)c(C)cc4n3c2=O)c1	22µM*	-9%	-26%[0.074 µM]	-19%	?	?	-26%	?
Cc1nn(C(=O)c2ccco2)c(C)c1Sc1ccccc1	-16%	-14%	-14%	-7%	-12%	-8%	?	-14%
CCCC1(C(=O)OCC)NC(c2ccc(N(C)C)cc2)C2C(=O)N(c3ccc(OCC)cc3)C(=O)C21 (stereo unspecified)	-9%	16%	-9%	-7%	10%	-12%	/	-19%
CCC(=O)Nc1ccccc1C(=O)OCC(=O)c1cccc2ccccc12	?	-7%	5%	14%	-8%	-7%	-8%	-29%
Cc1ccc(C(=O)NNC(=O)c2cccs2)cc1	-5%	-6%	-87%[inhibitor]	-6%	16%	-12%	76%	-7%
CCCOc1ccc(CSC(CC(=O)O)C(=O)O)cc1 (stereo unspecified)	-8%	-8%	-44%[inhibitor]	-1%	3%	1%	21%	-2%
CCNC(=S)NNC(=O)c1ccc(OC)cc1	-5%	-5%[9.22 µM]	8%[10 µM]	6%	2%	9%	/	-7%
CSc1nnc(C)c(=O)n1COC(=O)c1ccc(S(=O)(=O)N2CCOCC2)cc1	?	4%	-9%[10 µM]	-1%	?	3%	/	-9%

Two successive entries out of the list so far, for reference:
SMILES	Tau fibril ThT	HttQ103 aggreg	HTT ATP protect	KDM4E inh	ALDH1A1 block	Tau fibril FP	SMN2 splice enh	Tau fluor cs
O=C1NC(Cc2c[nH]c3ccccc23)C(=O)N1CCOc1ccc(F)cc1 (stereo unspecified)	-5%	-11%	3%	4%	0%	-1%	6%	-20%
Cc1ccn2cc(CNS(=O)(=O)c3ccc4c(c3)OCCO4)nc2c1	-8%	?	10%	2%	-1%	0%	-18%	0%

The listing continues:
SMILES	Tau fibril ThT	HttQ103 aggreg	HTT ATP protect	KDM4E inh	ALDH1A1 block	Tau fibril FP	SMN2 splice enh	Tau fluor cs
Fc1ccc(-c2n[nH]c(=S)c3ccccc23)cc1	-11%	-9%	-4%	-7%	4µM*	5%	-22%	-7%
CC(CN1CCOCC1)OC(=O)COc1ccc(F)cc1 (stereo unspecified)	-4%	27%	-11%	12%	-6%	-12%	-2%	-6%
CCc1ccc(NC(=O)CNS(=O)(=O)c2c(C)noc2C)cc1	-3%	1%	-12%	-1%	?	3%	-1%	-6%
O=C(Nc1cccc(S(=O)(=O)N2CCCCC2)c1)c1ccc2c(c1)OCO2	6%	-19%	20%[10 µM]	-7%	-12%	-14%	-57%[inhibitor]	?
CSc1cccc(NC(=O)Cn2ncn3c(cc4ccccc43)c2=O)c1	-16%	/	/	/	/	-8%	5%	20µM*[quencher]
COc1cccc(-c2ccc3c(N)c(C(=O)Nc4ccc(Cl)cc4F)sc3n2)c1	?	/	/	/	/	-8%	?	?
O=C(Nc1ncn[nH]1)c1ccc(Cl)c(S(=O)(=O)N2CCCCCC2)c1	5%	-10%	-1%	2%	?	6%	-19%	0%
CCOC(=O)c1c(Oc2ccc(C(=O)OC)cc2)nnc(-c2ccccc2)c1-c1ccccc1	-10%	/	/	/	/	-7%	?	-18%
CCCCN(CC)CCCNC(=O)C1c2ccccc2C(=O)N(C)C1c1cn(C)c2ccccc12 (stereo unspecified)	-13%	-32%	-5%	3%	?	1%	3%	-6%
CCN(CC)C(c1ccc(F)cc1)c1nnnn1C1CCCCC1 (stereo unspecified)	-11%	-12%	23%	-1%	8%	-3%	-5%	-14%
CC(=O)c1ccc(OCc2ccc(C(=O)c3ccccc3)cc2)cc1	-14%	?	24%[10 µM]	-22%	11µM*	-11%	-51%[inhibitor]	-11%
CCOC(=O)C1=C(CC)Nc2ccccc2N=C1NC(=O)c1oc2ccccc2c1C	-7%	?	-11%[10 µM]	-12%	-4%	?	-39%[inhibitor]	-17%
Cn1cnnc1SCC(=O)Nc1ccccc1Sc1ccccc1	-4%	-11%	1%	-1%	?	-10%	-11%	-8%
O=C(COc1cc(F)ccc1[N+](=O)[O-])Nc1cccc(Br)c1	2%	7%	4%[10 µM]	4%	1%	-4%	4%	2%
CCCC(=O)Nc1c(-c2ccccc2)c(=O)c(C)nn1-c1ccc(C)cc1	-7%	-32%[9.22 µM]	1%[10 µM]	-6%	/	3%	/	-9%
CC1(C)CC2(CCO1)CNC(=O)O2 (stereo unspecified)	0%	9%	5%	-3%	6%	11%	12%	5%
COc1ccc(NC(=O)Cn2nnc(C(=O)NCCc3ccc(OC)c(OC)c3)c2N)cc1	-3%	1%	-5%	7%	6%	-10%	-7%	-5%
CC1CCN(S(=O)(=O)c2cccc(-c3cn4cc(Cl)ccc4n3)c2)CC1	-14%	-11%	-8%	?	?	6%	-7%	-25%
CCCCc1c(O)nc(SCC(=O)NCCc2ccc(OC)c(OC)c2)[nH]c1=O	-18%	16%	-30%[10 µM]	-1%	-9%	6%	-22%	-2%
Cc1cc(=O)n2nc(N3CCC(C(=O)NCc4ccccc4Cl)CC3)sc2n1	?	/	/	/	/	1%	19%	-8%
O=C(c1cc2nc(-c3ccco3)cc(C(F)(F)F)n2n1)N1CCN(c2ccccc2)CC1	?	1%	3%	-29%	?	11%	3%	-16%
CCC(=O)Nc1ccc(N2CCC(C)CC2)cc1	-14%	8%	11%[10 µM]	-6%	-3%	2%	?	-5%
O=C(N/N=C\c1ccc(-c2ccc([N+](=O)[O-])cc2)o1)C1COc2ccccc2O1 (stereo unspecified)	-3%	6%	/	0%	0%	-3%	-43%[inhibitor]	-10%
COc1ccc(N(CC(=O)NCc2ccco2)S(=O)(=O)c2c(C)nn(C)c2C)cc1	-6%	16%	-7%	6%	-3%	2%	7%	1%
CC(NC(=O)NCCCn1ccnc1)(C(F)(F)F)C(F)(F)F	4%	-2%	2%	1%	9%	0%	4%	4%
COc1cccc(-n2c(COc3ccc(C)cc3)nnc2SCC(N)=O)c1	-8%	-4%	20%[10 µM]	0%	-15%	0%	2%	-2%
CCCn1c(=O)c2[nH]c(-c3ccc(OCC(=O)NCCN)cc3)nc2n(CCC)c1=O	?	/	-6%[1.9 µM]	?	?	-10%	-16%	-23%
CCC1(C)Cc2ccccc2-c2nc(-c3ccccc3)oc(=O)c21 (stereo unspecified)	-9%	6%	-6%	7%	?	-9%	-28%	-14%
Cc1c(C)c(C)c(S(=O)(=O)N2CCNCC2)c(C)c1C	-5%	-12%	-43%[inhibitor]	16%	6%	-3%	/	-10%
Cn1cccc1C(C(=O)NC1CCCCC1)N(C(=O)Cc1cccs1)c1ccc2c(c1)OCO2 (stereo unspecified)	12%	14%	-4%	5%	1%	0%	-7%	11%
CC(C)c1cc(CNC(=O)CC2C(=O)NCCN2CC2CCCCC2)on1 (stereo unspecified)	-17%	6%[9.22 µM]	2%[10 µM]	-24%	?	-3%	/	-10%
COc1ccc(NS(=O)(=O)c2cc(N/C(=N\S(=O)(=O)c3ccccc3)c3ccc(F)cc3)ccc2Cl)cc1	19%	-14%	10%[10 µM]	0%	3%	?	21%	-14%
COC(=O)c1ccc(NC(=O)CSCc2ccccc2)cc1	-13%	?	28%	9%	-12%	4%	7%	-16%
